Nrf2 activator: activates Nrf2 signaling | AREc32 ARE-luciferase reporter (MCF7-derived line), luminescence, 24 h | Potency, µM (top dose mostly 46.1 µM), inactives show top-dose activation, actives largely listed as activators | 410,000 tested, 0.31% active | AID 624171; further: potency means the concentration at half of the fitted maximal effect; % of control where 0% means no effect; nearly all actives have a fitted effect of over 65% in size
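AREc32 cells carrying an ARE-driven firefly luciferase reporter were seeded at 1000 cells/well in OPTI-MEM with 5% FBS, then exposed to compound for 24 hr at 37 deg C. Luminescence was read with Steady-Glo after 30 min at RT.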
A549 tox: counter-screen for Nrf2 inhibitors: cytotoxicity in A549 cells | Potency, µM (titrated, usually from 46 µM), inactives show at the highest dose activity change, negative = cytotoxicity, actives largely listed as inhibitors | AID 504648 | A549 ARE-Fluc cells, CellTiter-Fluor viability, 18-24 h | 390,000 tested, 0.16% active; further: potency means the concentration at half of the fitted maximal effect; on the % scale 0 is the no-effect control and ±100 the full control effect
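A549 ARE_Fluc cells in 5% FBS OPTI-MEM were exposed to compounds in concentration-response for 18-24 h at 37 deg C. Viability was read by CellTiter-Fluor fluorescence (Ex 405/Em 525) after 30 min, before the luciferase read.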
EPAC2 agonist: EPAC2 (human) agonism; 360,000 tested, 0.079% active; Potency, µM (titrated, usually from 154 µM), for the others: at the highest dose activation, hits mostly activators; Q8WZA2; EPAC2 activation, biochemical qHTS; response scale: 100% = 6.5 mM cAMP response; AID 720711; further: potency means the concentration at half of the fitted maximal effect; nearly all actives have a fitted effect of over 50% in size
Target sequence (Q8WZA2 whole entry, looked up): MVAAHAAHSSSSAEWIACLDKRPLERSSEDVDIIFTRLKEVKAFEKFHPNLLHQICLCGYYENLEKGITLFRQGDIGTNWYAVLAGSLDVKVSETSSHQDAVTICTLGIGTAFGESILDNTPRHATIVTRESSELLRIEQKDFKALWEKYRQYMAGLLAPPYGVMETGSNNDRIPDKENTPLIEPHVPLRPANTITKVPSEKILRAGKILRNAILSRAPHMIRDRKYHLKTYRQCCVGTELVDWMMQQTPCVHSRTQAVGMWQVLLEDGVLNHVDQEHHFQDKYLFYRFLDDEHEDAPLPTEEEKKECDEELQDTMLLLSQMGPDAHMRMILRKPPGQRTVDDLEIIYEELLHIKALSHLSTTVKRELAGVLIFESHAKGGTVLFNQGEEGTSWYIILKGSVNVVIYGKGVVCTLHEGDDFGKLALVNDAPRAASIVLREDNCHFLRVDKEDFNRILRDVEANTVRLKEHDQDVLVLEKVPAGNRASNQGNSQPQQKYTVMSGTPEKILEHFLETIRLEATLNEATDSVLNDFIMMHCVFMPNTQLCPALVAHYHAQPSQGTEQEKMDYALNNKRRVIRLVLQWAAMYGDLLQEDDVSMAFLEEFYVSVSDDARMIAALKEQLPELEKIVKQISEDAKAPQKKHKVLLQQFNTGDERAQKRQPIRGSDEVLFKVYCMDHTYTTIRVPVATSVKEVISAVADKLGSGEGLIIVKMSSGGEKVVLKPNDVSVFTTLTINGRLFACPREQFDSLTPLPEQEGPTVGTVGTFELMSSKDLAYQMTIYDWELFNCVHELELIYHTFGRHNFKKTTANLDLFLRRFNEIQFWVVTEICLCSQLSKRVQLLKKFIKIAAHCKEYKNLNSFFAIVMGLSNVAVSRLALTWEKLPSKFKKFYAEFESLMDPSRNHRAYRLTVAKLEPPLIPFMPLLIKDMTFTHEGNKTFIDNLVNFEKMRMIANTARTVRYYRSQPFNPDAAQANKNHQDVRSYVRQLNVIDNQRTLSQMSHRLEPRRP
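Nucleotide exchange monitored as fluorescence drop when BODIPY-GDP leaves Rap1B. Reaction: 100 nM EPAC2, 250 nM RAP1B-BODIPY-GDP, 50 uM GDP, room temperature, kinetic read over 30 min. Activity expressed relative to 6.5 mM cAMP.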
S2 tox: reduces viability in counter-screen for ATXN expression inhibitors | S2 cells (HEK-293 line with an ATXN2-luciferase reporter) viability, CellTiter-Fluor protease fluorescence, 24 h | AID 651635 | 400,000 tested, 0.49% active | Potency, µM (doses to about 56.7 µM), most hits filed as cytotoxic; further: potency means the concentration at half of the fitted maximal effect; nearly all actives have a fitted effect of over 40% in size
IL-2 act: IL-2 activation; IL-2 activation reporter assay, cell-based qHTS; stimulated with anti-CD3/CD4/CD28 beads; in transgenic mouse T cells; activation, % (series mostly up to about 46 µM); 360,000 tested, 0.065% active; in the data active means activation above about 50%; inconclusive means mostly about 30% to 49%; further: 0% is about no effect
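Readout is EGFP and DsRed signal by fluorescent plate cytometry after 18 h at 37 degrees C. Transgenic mouse T cells (750/well) received compound for 60 min before bead stimulation (anti-CD3, anti-CD4, anti-CD28); memory T cells served as non-tolerant control.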
HepG2 viability: counter-screen for TGF-b inhibitors: cytotoxicity in HepG2 cells | HepG2 CAGA-GFP viability, ATP luminescence, 18 h | Potency, µM (highest dose often 46.1 µM), without a hit: top-dose activity change, negative = cytotoxicity, usual class: cytotoxic | 410,000 tested, 0.76% active | AID 588856; further: potency means the concentration at half of the fitted maximal effect; some results filed as inactive show a strong effect at the top dose
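CellTiter-Glo luminescence gave cytotoxicity after 18 hours at 37 degrees C. The cells were HepG2 CAGA-GFP in 1% FBS DMEM, stimulated with 500 pg/mL TGF-beta after compound addition. %Activity was normalised to no-cell wells (complete cell-killing) and DMSO (no toxicity), and curves were fitted and classified.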
Nrf2 block: inhibitors of Nrf2 signaling; AID 504444; 360,000 tested, 2.1% active; A549 ARE-Fluc reporter, luciferase luminescence, 18-24 h; Potency, µM (doses to about 46 µM), without a hit: at the top dose activity change, negative = inhibition, hits mostly inhibitors; further: potency means the concentration at half of the fitted maximal effect; on the % scale 0 is the no-effect control and ±100 the full control effect; nearly all actives have a fitted effect of over 60% in size
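Two sequential reads on A549 ARE_Fluc cells exposed to compound for 18-24 h: a CellTiter-Fluor fluorescence read for viability, then a luciferase luminescence read for Nrf2/ARE activity.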
ATXN2 expr inh: ATXN2 expression inhibition | HEK-293 ATXN2-luciferase reporter, luminescence, 24 h | Potency, µM (titrated, usually from 57 µM), inactives show top-dose activity change, negative = inhibition, usual class: inhibitors | 360,000 tested, 0.72% active | AID 1745845; further: potency means the concentration at half of the fitted maximal effect; on the % scale 0 is the no-effect control and ±100 the full control effect; nearly all actives have a fitted effect of over 55% in size
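ATXN2-luciferase reporter cells (luciferase flanked by upstream and downstream ATXN2 gene portions) were treated 24 h at 37 °C with compounds at up to 57 uM. SteadyGlo luminescence gave expression; GF-AFC fluorescence gave viability.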
TGFb SMAD3 inh: inhibitors of TGF-b signaling; HepG2 CAGA-GFP TGF-b/SMAD3 reporter, GFP fluorescence, 18 h; TGF-beta stimulated, 500 pg/mL final; Potency, µM (top dose mostly 46.1 µM), for the others: at the highest dose activity, negative = inhibition, most hits filed as inhibitors; 410,000 tested, 1.2% active; AID 588855; further: potency means the concentration at half of the fitted maximal effect; on the % scale 0 is the no-effect control and ±100 the full control effect; nearly all actives have a fitted effect of over 65% in size
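Per well, imaged GFP fluorescence of HEPG2 CAGA-GFP cells gives the signal; cells get compound, then TGF-beta (500 pg/mL final), 18 h at 37 degrees C; %Activity versus -TGF-beta and +DMSO controls.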
* hit, by the source's call; [ ] = dose if it differs, or a comment. Unless noted, the call rests on the fitted dose curve; in most records, active means well fitted curve in the direction sought with a large enough effect; inconclusive means small, poorly fitted or top-dose-only effect, or another doubt; inactive means no such curve, though single readings can be large; an effect the other way counts as inactive or inconclusive.

CC(C)c1nnc(NC(=O)C2CC(=O)N(CCc3ccc(F)cc3)C2)s1 (centres undefined) was read as Nrf2 activator -0.1%, A549 tox -4.3%, EPAC2 agonist -0.7%, S2 tox inactive, IL-2 act -1.6, HepG2 viability -32.9%, Nrf2 block 2.2%, ATXN2 expr inh 29.8% and TGFb SMAD3 inh -12.8%.
Screening COc1ccc(OCC(=O)NCc2cccnc2)cc1 returned Nrf2 activator -0.6%, A549 tox -1.3%, EPAC2 agonist 1.0%, S2 tox inactive, IL-2 act -3.5, HepG2 viability 1.3%, Nrf2 block 3.7%, ATXN2 expr inh -8.9% and TGFb SMAD3 inh 23.7%.
C/C(=N\N1CCN(C2c3ccccc3-c3ccccc32)CC1)c1cccnc1 was read as Nrf2 activator 0.2%, A549 tox -1.0%, EPAC2 agonist 26.9%, S2 tox inactive, IL-2 act 1.1, HepG2 viability -52.6%, Nrf2 block -28.0%, ATXN2 expr inh -27.8% and TGFb SMAD3 inh 12.9%.
COc1ccc(C(C)(NC(C)=O)c2nc(-c3cccc(C(F)(F)F)c3)cs2)cc1 (centres undefined) was read as Nrf2 activator 3.1%, EPAC2 agonist 1.0%, S2 tox inconclusive, IL-2 act -0.2, HepG2 viability -30.7%, ATXN2 expr inh inconclusive and TGFb SMAD3 inh inconclusive.
Screening COc1ccc(CNC(=O)Cc2csc(Nc3nc(=S)[nH]c4ccccc34)n2)cc1 returned Nrf2 activator 4.2%, A549 tox -7.3%, EPAC2 agonist -18.0%, S2 tox inactive, IL-2 act 1.1, HepG2 viability -18.3%, Nrf2 block -11.4%, ATXN2 expr inh -5.1% and TGFb SMAD3 inh -18.1%.
Cc1nn(CC(=O)NCCCN2CCN(C)CC2)c(=O)c2cc(-c3ccccc3)nn12 was read as Nrf2 activator -0.9%, A549 tox 6.9%, EPAC2 agonist 1.5%, S2 tox inactive, IL-2 act -3.5, HepG2 viability -2.7%, Nrf2 block inconclusive, ATXN2 expr inh -0.4% and TGFb SMAD3 inh 1.9%.
`COc1ccc(S(=O)(=O)N2CCOCC2)cc1NC(=O)c1cc(=O)[nH]c2ccccc12` gave Nrf2 activator 0.3%, A549 tox -1.3%, EPAC2 agonist 0.0%, S2 tox inactive, IL-2 act -0.8, HepG2 viability -2.9%, Nrf2 block 7.8% and TGFb SMAD3 inh 1.1%.
`CCN1CCN(CCCNC(=O)c2ccc3nc(Cc4ccc(OC)cc4)oc3c2)CC1` gave Nrf2 activator 3.5%, A549 tox 12.4%, HepG2 viability -1.6% and TGFb SMAD3 inh 2.5%.
`CC1CCC(NC(=O)c2ccc3c(c2)N(Cc2cccc(Cl)c2)C(=O)c2ccccc2S3(=O)=O)CC1` (centres undefined) gave Nrf2 activator 0.1%, A549 tox 10.9%, HepG2 viability -15.8% and TGFb SMAD3 inh inconclusive.
Screening CC(C)(C)N1C(=O)[C@H]2[C@@H](c3ccc(Br)cc3)N3C(=O)N(c4ccccc4)C(=O)[C@@]3(C)[C@H]2C1=O returned Nrf2 activator -1.1%, A549 tox -6.6%, EPAC2 agonist 3.5%, S2 tox inactive, IL-2 act 0.0, HepG2 viability 0.3%, Nrf2 block 13.3%, ATXN2 expr inh 0.1% and TGFb SMAD3 inh -1.0%.
Screening COc1ccc(CCn2c(N3CCN(C)CC3)nc3c2c(=O)[nH]c(=O)n3C)cc1 returned Nrf2 activator -0.6%, A549 tox -1.1%, EPAC2 agonist -1.8%, S2 tox inactive, IL-2 act -2.9, HepG2 viability -2.4%, ATXN2 expr inh 0.5% and TGFb SMAD3 inh -5.7%.
Screening COc1cccc(NC(=S)N2CCC(C(=O)c3ccc(F)cc3)CC2)c1 returned Nrf2 activator 0.6%, A549 tox 7.7%, EPAC2 agonist 7.0%, S2 tox inactive, IL-2 act -0.4, HepG2 viability -1.0%, Nrf2 block 5.7%, ATXN2 expr inh -5.4% and TGFb SMAD3 inh 4.1%.
For C[C@H](CO)N1C[C@H](C)[C@H](CN(C)C(=O)Nc2ccc(C(F)(F)F)cc2)Oc2c(NC(=O)c3ccncc3)cccc2C1=O the results were Nrf2 activator 7.6%, A549 tox -3.8%, EPAC2 agonist -7.1%, S2 tox inactive, IL-2 act 2.4, HepG2 viability -12.5%, Nrf2 block -5.9%, ATXN2 expr inh -16.7% and TGFb SMAD3 inh -15.9%.
Screening O=C(NC1CCCc2ccccc21)c1cccc(Br)c1 (centres undefined) returned Nrf2 activator 2.9%, A549 tox 26.5%, EPAC2 agonist 1.0%, S2 tox inactive, IL-2 act -3.9, HepG2 viability -13.5%, Nrf2 block -1.9%, ATXN2 expr inh 4.5% and TGFb SMAD3 inh -1.8%.
`Cc1ccc(S(=O)(=O)N2N=C3CCCCC3C2(O)C(F)(F)F)cc1` (centres undefined) gave Nrf2 activator 7.4%, A549 tox -0.5%, EPAC2 agonist -7.0%, S2 tox inactive, IL-2 act 1.6, HepG2 viability 8.0%, Nrf2 block -4.1%, ATXN2 expr inh 11.5%[11.3 µM] and TGFb SMAD3 inh 18.2%.
For CN(C)c1oc(-c2ccco2)nc1C#N the results were Nrf2 activator 22.6%, A549 tox -2.1%, EPAC2 agonist -0.5%, S2 tox inactive, IL-2 act 0.7, HepG2 viability -2.0%, Nrf2 block -15.7%, ATXN2 expr inh -17.4% and TGFb SMAD3 inh -9.8%.
For CCOC(=O)N1Cc2cc3ccccc3nc2C1 the results were Nrf2 activator 21.3%, EPAC2 agonist -0.7%, S2 tox inactive, IL-2 act -2.8, HepG2 viability 2.6% and TGFb SMAD3 inh 9.6%.
`COc1ccc(C(N)=O)cc1NC(=O)CC(O)(C(F)(F)F)C(F)(F)F` gave Nrf2 activator 0.2%, A549 tox 2.8%, EPAC2 agonist -0.6%, S2 tox inactive, IL-2 act -1.0, HepG2 viability -16.3%, Nrf2 block 0.8%, ATXN2 expr inh 5.5% and TGFb SMAD3 inh 0.7%.
Screening C#CCSc1nnc(-c2ccccc2)c(=O)[nH]1 returned Nrf2 activator -0.1%, A549 tox 9.5%, EPAC2 agonist -5.7%, S2 tox inactive, IL-2 act -2.6, HepG2 viability 0.7%, Nrf2 block 24.0%, ATXN2 expr inh 1.7% and TGFb SMAD3 inh -10.2%.
Screening O=Cc1ccc(-c2ccc(Cl)cc2Cl)[nH]1 returned Nrf2 activator 9.0%, A549 tox 5.0%, EPAC2 agonist 2.1%, S2 tox inactive, IL-2 act -0.4, HepG2 viability -2.4%, Nrf2 block inconclusive and TGFb SMAD3 inh -3.5%.
Screening CN(C)C(=S)SCC(=O)NCc1ccc(F)cc1 returned Nrf2 activator 2.5%, A549 tox 2.1%, EPAC2 agonist 5.7%, S2 tox inactive, IL-2 act 0.7, HepG2 viability -16.0%, Nrf2 block inconclusive, ATXN2 expr inh -9.3% and TGFb SMAD3 inh 3.8%.
`CCCCc1cc(=O)oc2cc(C)cc(OCC(=O)N3CCC(C(=O)O)CC3)c12` gave Nrf2 activator 0.5%, A549 tox 6.6%, EPAC2 agonist -7.9%, S2 tox inactive, IL-2 act 3.3, HepG2 viability -6.7%, Nrf2 block 4.6%, ATXN2 expr inh 0.9% and TGFb SMAD3 inh 5.4%.
`COc1cc(C(=O)Oc2ccc3c(c2)OCC3=O)cc(OC)c1OC` gave Nrf2 activator -0.1%, A549 tox 8.5%, EPAC2 agonist 6.3%, S2 tox inactive, IL-2 act -2.1, HepG2 viability 7.4%, Nrf2 block 24.0%, ATXN2 expr inh -0.1% and TGFb SMAD3 inh 0.1%.
`CCC(C(=O)n1cccc1C#N)c1ccccc1C` (centres undefined) gave Nrf2 activator -2.1%, A549 tox 0.1%, EPAC2 agonist 12.6%, S2 tox inactive, IL-2 act 1.0, HepG2 viability -11.0%, Nrf2 block inconclusive, ATXN2 expr inh 10.1% and TGFb SMAD3 inh -24.9%.
Screening CCNc1nc2ccccc2[nH]1 returned Nrf2 activator 3.5%, A549 tox -0.9%, EPAC2 agonist -0.5%, S2 tox inactive, IL-2 act -0.6, HepG2 viability -3.5%, Nrf2 block 1.0%, ATXN2 expr inh 5.0% and TGFb SMAD3 inh -0.6%.
COc1ccc(CN2C[C@@H](CO)O[C@@H](n3cnc4c(NCc5ccco5)ncnc43)C2)cc1 was read as Nrf2 activator 1.3%, EPAC2 agonist 15.5%, S2 tox inactive, IL-2 act -0.4, HepG2 viability -24.2%, ATXN2 expr inh -11.6% and TGFb SMAD3 inh 22.3%.
FC(F)(F)c1cccc(NC(=S)N2CCN(c3ccccc3)CC2)c1 was read as Nrf2 activator -0.7%, A549 tox 15.8%, EPAC2 agonist 1.0%, S2 tox inactive, IL-2 act -0.9, HepG2 viability -39.1%, Nrf2 block -12.9%, ATXN2 expr inh 9.3% and TGFb SMAD3 inh -9.8%.
Screening CC1=NN(C(=O)c2ccccc2Cl)C(O)(c2ccccc2)C1 (centres undefined) returned Nrf2 activator -0.1%[9.22 µM], A549 tox 3.9%, EPAC2 agonist 0.9%, S2 tox inactive, IL-2 act 0.6, HepG2 viability 4.8%, Nrf2 block 5.8%, ATXN2 expr inh 7.8% and TGFb SMAD3 inh 0.5%.
Cc1noc(C)c1NC(=O)N(C)C[C@@H]1OCc2cn(nn2)CCCC(=O)N([C@H](C)CO)C[C@H]1C was read as Nrf2 activator -0.7%, EPAC2 agonist 9.0%, S2 tox inactive, IL-2 act -1.3, HepG2 viability -26.6%, ATXN2 expr inh 8.2% and TGFb SMAD3 inh -4.5%.

Assay outcomes: PubChem BioAssay, National Center for Advancing Translational Sciences (NCATS)
